Screens (PubChem)
ABCB6 inh 2 – ABCB6 transporter inhibitors, primary screen, K562-ABCB6 cells, flow cytometry, MLPCN library | 360,000 tested, 0.19% active | ATP-binding cassette sub-family B member 6 (Homo sapiens), Q9NP58 | fluorescence ratio to DMSO, % at 10 µM | K562-ABCB6 porphyrin accumulation, 1 h; stronger effect = lower value;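 active = fluorescence ratio to DMSO below 75%, the collection mean minus 3 SD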;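 also: signal is porphyrin accumulated inside mitochondria; 100% equals median channel fluorescence of DMSO control wells; lower ratio means ABCB6 inhibition with less porphyrin fluorescence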
MC4R ag barr – MC4R agonists recruiting beta-arrestin, primary screen, cell-based, luminescence, agonist arm of biased-ligand search; 360,000 tested, 0.98% active; activation, % at 8.9 µM; U2OS MC4R beta-arrestin complementation; percent of melanotan II response, DMSO zero; Melanocortin receptor 4 (Homo sapiens), P32245;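 active = activation above a per-plate cutoff, the mean activation of sample wells on that plate plus 3 SD, cut at about 8% in these data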
Target sequence (P32245 whole entry, looked up): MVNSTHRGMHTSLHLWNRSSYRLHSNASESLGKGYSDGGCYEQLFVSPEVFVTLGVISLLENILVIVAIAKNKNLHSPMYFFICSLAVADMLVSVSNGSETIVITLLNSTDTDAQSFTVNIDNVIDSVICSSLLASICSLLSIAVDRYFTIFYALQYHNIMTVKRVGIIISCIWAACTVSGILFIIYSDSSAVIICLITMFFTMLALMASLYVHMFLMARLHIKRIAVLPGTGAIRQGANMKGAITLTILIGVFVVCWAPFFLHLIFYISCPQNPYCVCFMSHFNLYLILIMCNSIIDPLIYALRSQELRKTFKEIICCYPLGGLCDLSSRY
Glyco luc inh – increase of ERlucT glycosylation luciferase signal, primary screen, N-linked glycosylation inhibitor project, D54 ERlucT cells, luminescence, set 2 | D54 ERlucT glycosylation luciferase reporter, 24 h; percent of 100 nM tunicamycin response | reporter increase, % at 12.5 µM | 360,000 tested, 0.23% active | AID 588692, 2011;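 active = mean luciferase reporter signal, scaled so untreated is 0 and the glycosylation-blocking control 100, at or above a set limit in every replicate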;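 also: luciferase carries N-glycosylation sites so blocking glycosylation raises the light; 0% = median of neutral control wells and 100% = median of 100 nM tunicamycin wells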
MC4R antagonist – MC4R antagonists of cAMP signaling, primary screen, cell-based, TR-FRET, antagonist arm of biased-ligand search | Melanocortin receptor 4 (Homo sapiens), P32245 | MC4R-expressing cells, MTII-stimulated cAMP, LANCE TR-FRET | inhibition, % at 6.5 µM | 360,000 tested, 0.48% active | AID 540295, 2011;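 active = inhibition above its plate's cutoff, the mean of tested wells on that plate plus 3 SD, cut at about 29% in these data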;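 also: 0% = Melanotan II alone and 100% = Melanotan II plus saturating MCL0020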
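Material: human MC4R-expressing U2OS cells. Probe or stimulus: Melanotan II challenge. Dosing: 6.5 µM single dose. Times: 30-min compound, 1-h challenge, 1-h detection, room temperature. Technique: TR-FRET with Eu-cAMP and labeled anti-cAMP, 671 nm. Replication: singlicate.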
Cardio protect – cardioprotection against H2O2-induced cell death, primary screen, uHTS, H9c2 cells, ATPLite luminescence; protection from H2O2 cell death, % at 20 µM; H9c2 cardiomyocytes, H2O2 injury protection, 2 h; 360,000 tested, 0.63% active; AID 588492, 2011;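 active = compounds giving at least 50% protection of heart cells from peroxide-induced death in the single-dose screen, raw or plate-pattern-corrected value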;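 also: 0% = DMSO wells with peroxide and 100% = DMSO wells without peroxide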
PDI inh – inhibitors of human PDI, primary screen, biochemical, turbidity, single point, plate reader; 350,000 tested, 0.052% active; PDI insulin aggregation turbidity, A650, 90 min; Protein disulfide-isomerase (Homo sapiens), P07237; inhibition, % at 10 µM;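 active = mean inhibition across replicates of 30% or more, whatever share of single replicates reach that level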;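 also: absorbance from insulin aggregation driven by PDI reduction with DTT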
Target sequence (P07237 whole entry, looked up): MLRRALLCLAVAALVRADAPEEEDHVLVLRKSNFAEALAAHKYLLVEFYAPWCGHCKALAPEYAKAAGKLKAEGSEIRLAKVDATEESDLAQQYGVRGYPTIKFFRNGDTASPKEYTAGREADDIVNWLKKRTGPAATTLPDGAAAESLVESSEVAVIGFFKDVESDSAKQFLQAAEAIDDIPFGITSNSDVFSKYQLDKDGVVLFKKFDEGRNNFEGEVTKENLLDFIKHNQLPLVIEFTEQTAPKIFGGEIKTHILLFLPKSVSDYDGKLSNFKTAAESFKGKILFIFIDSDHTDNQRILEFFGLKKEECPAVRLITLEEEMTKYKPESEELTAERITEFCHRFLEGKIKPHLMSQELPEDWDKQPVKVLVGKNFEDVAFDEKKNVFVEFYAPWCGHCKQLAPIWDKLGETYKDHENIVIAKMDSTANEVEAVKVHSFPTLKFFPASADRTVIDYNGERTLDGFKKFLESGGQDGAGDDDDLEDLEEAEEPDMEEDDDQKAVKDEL
CaV13 FRET inh – Disruptors of the CACNA1D IQ motif to Ca2+-dependent inactivation inhibitor domain association, primary screening, Förster resonance energy transfer in intact living … | inhibition, % at 12.3 µM | HEK cells, CFP/YFP FRET ICDI-IQ, plate reader, 10 min; percent FRET-ratio fall versus neutral wells | 340,000 tested, 0.098% active;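 active = mean replicate inhibition of at least 30% and at least 1% of replicates passing that level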;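 also: 0% = median of the neutral control wells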
HTR2A ag – mouse Htr2a agonists via beta-arrestin recruitment, primary screen, cell-based, luminescence. 5-hydroxytryptamine receptor 2A (Mus musculus), P35363. CHO-K1 mHTR2A beta-arrestin complementation; percent of 30 µM serotonin response. activation, % at 7.6 µM. 360,000 tested, 0.66% active;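 active = activation above a run cutoff, the mean activation of all tested compounds plus 3 SD, cut at about 14% in these data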;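 also: 0% = plate median of compound wells and 100% = 30 µM serotonin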
ABHD5 PLIN5 PPI – ABHD5-PLIN5 interaction inhibitors, primary screen, cell lysate, split luciferase complementation, luminescence | inhibition, % at 4 µM | Perilipin-5 (Homo sapiens) + 1-acylglycerol-3-phosphate O-acyltransferase ABHD5 (Homo … | AID 602281, 2012 | 360,000 tested, 0.78% active | Split G. princeps luciferase complementation, 4 h;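 active = inhibition above the mean inhibition across every tested compound plus 3 SD, cut at about 22% in these data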;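 also: 0% = DMSO only wells and the 100% control is not disclosed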
Granule exo inh – LAMP-1 surface exposure blockers, TALL-104 cells – cell-based, flow cytometry, MLPCN library, primary screen; TALL-104 LAMP-1 surface exposure; cells stimulated with thapsigargin and PMA; inhibition, % at 10 µM; 360,000 tested, 0.66% active; AID 651702, 2012;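 active = inhibition above about 55%, limit read from the data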
Starred values were filed as active, the others as inactive; nt = no result given.

SMILES	ABCB6 inh 2	MC4R ag barr	Glyco luc inh	MC4R antagonist	Cardio protect	PDI inh	CaV13 FRET inh	HTR2A ag	ABHD5 PLIN5 PPI	Granule exo inh
O=C1CC(C(=O)Nc2ccc(Br)cc2)S/C(=N\N=C\c2ccco2)N1 (configuration not stated)	82.0	7.7	2.3	2.2	-3.2	-8.8	8.3	-2.7	9.2	-2.3
O=C(CNC(=O)c1cccc(F)c1)OCC(=O)N1CCCCC1	101.0	-3.5	0.8	4.8	3.2	9.3	-3.2	0.2	0.6	-1.2
Cc1ccc(OCCn2cnc3ccccc3c2=O)c([N+](=O)[O-])c1	98.0	-1.2	2.2	0.6	6.6	-0.9	-5.3	2.9	2.6	-5.0
Cc1ccc(S(=O)(=O)N2CCC(C(=O)NCCC3=CCCCC3)CC2)c(C)c1	93.0	-0.7	-0.4	5.9	-4.3	0.8	-12.7	2.4	-3.3	-2.7
Cn1cc(CN2CCCC(C(=O)c3ccc(-c4ccccc4)c(F)c3)C2)cn1 (configuration not stated)	103.0	-1.8	-4.9	-5.3	5.5	-3.6	-15.2	-7.1	6.5	1.0
O=C(c1ccc2c(c1)OCO2)C1CCCN(C2CCN(CCc3ccccc3)CC2)C1 (configuration not stated)	100.0	0.2	-0.1	14.6	13.6	0.8	-4.6	-4.6	4.7	7.3
CC(=O)N1CC2(c3ccccc3)CN(C(C)=O)CC(c3ccccc3)(C1)C2=O	99.0	1.6	3.0	24.8	3.0	-5.6	-6.3	-1.6	2.6	9.2
O=C(CN1C(=O)c2ccccc2S1(=O)=O)Nc1ccc(S(=O)(=O)N2CCCCC2)cc1	90.0	-1.9	0.9	-2.2	-6.7	-6.1	-5.5	-3.7	-9.8	-12.3
Cc1cc(C)nc(Sc2ccc3nnc(C(F)(F)C(F)(F)C(F)(F)F)n3n2)n1	95.0	-0.2	1.3	1.3	2.5	-0.2	nt	-2.9	-2.8	-1.1
CCn1cc(CCC(=O)NC(C)c2ccccc2)c2ccccc21 (configuration not stated)	103.0	-0.7	0.0	7.1	4.0	5.1	-4.5	-1.3	-12.3	11.3
CCN(CC(=O)NCc1cccs1)c1ccc(S(=O)(=O)N2CCOCC2)cn1	94.0	1.8	1.4	7.2	1.2	-4.8	-6.1	-0.9	1.4	-3.8
O=C(Oc1cccc(Cl)c1)N1CCOCC1	98.0	-1.0	1.8	0.0	0.8	-0.8	0.5	2.8	4.3	-6.8
Cc1ccc(N(CC(=O)NCC2CCCO2)C(=O)CCC(=O)Nc2cc(C)on2)cc1 (configuration not stated)	100.0	0.3	0.8	-1.1	0.7	16.0	-4.5	-0.8	1.2	-5.9
COC(=O)C[C@H]1c2cc(C(F)(F)F)ccc2S(=O)(=O)N1Cc1ccccc1OC	100.0	2.8	-3.1	13.0	-12.0	2.3	-9.6	-0.3	-1.4	-14.8
CC(=O)N(C(C)=O)c1ccc2nc(C)[nH]c(=O)c2c1	103.0	2.9	-0.3	9.7	4.3	-5.7	nt	3.1	-3.6	0.1
O=C(CC1C(=O)NCCN1Cc1ccc(F)cc1)NC1CCCCCCC1 (configuration not stated)	98.0	-3.0	2.3	9.5	-4.8	3.9	-7.8	-4.3	2.2	-0.8
COc1ccc(Sc2cnn(-c3ccccc3)c(=O)c2Cl)cc1	99.0	-1.8	-5.6	10.8	-21.6	-0.5	-4.9	0.0	1.7	-4.6
S=C(c1ccc(OCc2ccccc2)cc1)N1CCCC1	100.0	-0.8	-0.2	-2.4	-11.2	-33.3	-21.3	-0.1	1.0	30.3
O=C(Nc1ccc(C(O)c2ccccc2)cc1)[C@@H]1O[C@H](CO)[C@H](O)[C@H](O)[C@H]1O (some centres not stated)	92.0	0.5	-1.1	0.6	2.2	-3.1	-4.6	3.2	4.6	-1.6
Cn1c(C(=O)NCCOc2ccccc2Cl)cc(=O)n(C)c1=O	100.0	-1.9	1.3	17.7	-2.6	-0.7	-4.4	3.2	5.3	-1.3
O=C(NCc1ccco1)c1ccc([N+](=O)[O-])o1	100.0	-0.7	8.7	-0.2	-9.2	4.4	-6.7	-1.2	-0.1	7.5
COCCCN1C(=O)C(O)=C(C(=O)c2ccco2)C1c1cccc(Br)c1 (configuration not stated)	108.0	0.2	0.9	2.1	4.1	-7.9	-4.5	3.8	-7.2	0.0
CCc1ccccc1NC(=O)CSc1nnc([C@@H]2CCCN2C(=O)OC(C)(C)C)o1	87.0	0.5	2.1	16.5	-0.6	1.3	-0.6	-1.5	-5.1	5.7
CCn1c(SCC(=O)c2ccc(C)cc2)nnc1-c1ccoc1C	94.0	-1.8	-1.3	0.3	7.9	2.3	-4.9	-2.1	0.8	-2.6
O=C(OCC(=O)N1CCN(c2ccccc2)CC1)c1ccc([N+](=O)[O-])s1	98.0	1.2	1.2	5.8	-0.2	-8.7	-15.6	1.6	1.3	4.1
Cc1cc(C)c2c(n1)SCC(=O)N2CC(=O)Nc1cccc(Cl)c1	101.0	1.2	1.9	2.5	6.6	nt	4.9	1.9	-7.7	-3.8
Cc1ccc(CN2CC(N3CCN(c4ccccn4)CC3)CS2(=O)=O)cc1 (configuration not stated)	97.0	nt	0.6	nt	7.7	nt	-10.0	-4.3	3.1	-0.2
CC(=O)Nc1ccc(-c2csc(NC(=O)C3=COCCO3)n2)cc1	97.0	-0.7	0.8	2.1	12.4	1.3	-3.6	-2.8	-8.2	-15.3
CCOC(=O)C(CCCCP(=O)(c1ccccc1)c1ccccc1)(NC(C)=O)C(=O)OCC	100.0	-1.0	-0.9	2.4	2.3	2.8	-14.1	-1.3	-2.5	-11.5
Oc1c(CN2CCOCC2)ccc(CN2CCOCC2)c1O	99.0	-2.1	-3.9	-0.5	19.8	-3.5	-12.8	-6.2	-0.1	-8.0
O[C@H]1COC2C1OC[C@@H]2O (some centres not stated)	97.0	-0.6	2.1	1.1	7.6	-10.5	-5.6	4.4	-2.6	-9.4
CC(NS(=O)(=O)c1ccccc1)C(=O)Nc1nccs1 (configuration not stated)	96.0	0.0	-0.1	-0.8	-0.8	-3.9	-5.4	-4.5	-7.1	1.2
O=C(COC(=O)c1ccc(NS(=O)(=O)c2ccc3c(c2)OCCO3)cc1)NC1CC1	101.0	1.0	2.2	-1.4	7.4	1.7	nt	-0.5	-1.6	0.4
COc1cccc(-c2cnc(C(O)c3ccccc3)[nH]2)c1 (configuration not stated)	99.0	-2.9	-6.3	6.3	-4.8	1.9	-10.1	-5.3	-0.1	-9.0
Nc1cc(N)nc(SCC(=O)Nc2ccc3c(c2)OCO3)n1	101.0	0.9	2.2	-3.3	7.0	-5.2	-2.5	1.2	2.2	-7.8
COc1ccccc1N1CCN(C(=O)c2noc(C)c2[N+](=O)[O-])CC1	101.0	1.7	1.4	9.9	-3.4	-4.1	-2.4	2.0	11.0	-2.1
CC1CCC2(CC1)NC(=O)N(CC(=O)NC1CCCCC1C)C2=O (configuration not stated)	103.0	-1.2	2.3	4.9	-0.6	7.1	-6.7	3.4	-3.8	-0.2
Cc1ccc(NC(=O)N2CCCC2C(=O)Nc2ccc3c(c2)OCO3)cc1 (configuration not stated)	98.0	-0.4	1.5	6.4	-1.7	0.6	-4.5	-2.0	4.7	12.4
NC(=O)C1CCN(C(=O)c2ccccc2CCc2ccccc2)CC1	97.0	-0.5	4.3	2.2	11.9	12.4	-3.5	-3.1	-0.6	0.4
O=C(c1ccc(C(F)(F)F)cc1)c1c[nH]c(C(=O)NCCCn2ccnc2)c1	97.0	-2.6	-1.9	1.8	2.6	-5.8	-3.8	-6.9	3.7	1.4
CCCn1nc(C(=O)Nc2cccc(C(=O)OC)c2)c2ccccc2c1=O	98.0	-1.2	0.1	13.4	30.4	1.5	-3.7	-1.9	-0.9	1.0
CC(C)(C)NC(=O)c1ccccc1NC(=O)c1ccc2c(c1)OCO2	101.0	-2.0	-1.5	-0.9	0.8	5.4	-6.5	-0.8	-2.6	3.1
COc1cc(C(=O)NCc2ccco2)c(Br)c(OC)c1OC	99.0	-1.3	-1.1	-1.7	1.4	-7.6	nt	3.7	3.3	-5.3
Cc1ccc(S(=O)(=O)CCSc2cccc(C(=O)O)c2)cc1	97.0	-1.6	-0.1	-2.7	8.7	1.1	-3.4	-5.3	1.1	21.5
COc1cc2c(=O)n(CC3CCCO3)c(=O)n(CC(=O)Nc3cccc(Cl)c3)c2cc1OC (configuration not stated)	98.0	-0.8	1.2	4.4	1.7	-1.5	nt	-2.6	-2.4	-1.3
Cc1ccc(S(=O)(=O)N(C)CC(=O)Nc2ccccc2N2CCCC2)cc1	106.0	1.1	-0.4	12.8	-0.1	3.3	-2.7	-2.8	-4.2	-4.0
CC[N+](C)(CC)CCC/C(=N/O)C(O)(c1ccccc1)c1ccccc1	95.0	0.1	1.2	4.2	-6.0	5.1	-5.4	1.2	-6.2	-3.3
COc1cc(C(=O)OCC(=O)c2cc(C)n(CC3CCCO3)c2C)cc(OC)c1C (configuration not stated)	96.0	-1.1	3.1	6.1	-17.9	-3.1	-3.3	7.0	-1.2	-3.2
C=CCON1C(=O)C(=O)N(OCC=C)[C@H]2CCCC[C@H]21	96.0	2.0	0.1	11.5	12.3	-3.4	-4.8	2.9	-6.7	-3.0
Cc1ccc(N(CC(=O)Nc2c(C)n(C)n(-c3ccccc3)c2=O)S(C)(=O)=O)c(C)c1	99.0	-3.5	3.2	5.5	-9.1	-1.3	-1.8	0.3	-2.2	-1.5
Cc1ccnc(SCCn2c(N3CCN(Cc4ccccc4)CC3)nc3c2c(=O)[nH]c(=O)n3C)n1	99.0	0.0	6.4	15.6	9.4	nt	-6.4	-1.4	-1.2	5.0
NS(=O)(=O)c1ccc(NC(=O)COC(=O)c2ccc(S(=O)(=O)N3CCOCC3)cc2)cc1	108.0	-1.4	1.5	10.8	0.2	9.9	-5.7	1.6	0.6	-9.1
